Large T inhibition – SV40 large T antigen inhibitors, biochemical (AID 1903) | SV40 large T antigen ATPase/helicase inhibition assay; higher % means a stronger effect | inhibition, % at 20 µM; hits with a dose series show IC50 in µM | 0.39% of 310,000 active; in the data active = a potency from the dose series; inconclusive = inhibition mostly from about 32% at the one dose, without a potency; inactive = the rest, 99 in 100 with inhibition below about 32%; also: strong numbers were not always called active
WT yeast gro inh – growth inhibition of WT yeast, mitochondrial fusion screen | mitochondrial fusion phenotypic screen, WT strain | inhibition, % at 10 µM | 2.1% of 190,000 active; in the data active = inhibition above about 58%; tested in S. cerevisiae
Yfh1-off respiration – mitochondrial function rescue without frataxin homolog – Friedreich's ataxia, plus single-dose screen, dose response (AID 1465) | S. cerevisiae Yfh1-off respiration, WST-1 reduction, 72 h; higher fold induction means a stronger effect | one-dose fold induction at 50 µM; EC50 in µM for titrated hits | 0.074% of 220,000 active;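 active = fold induction of absorbance versus untreated yeast above a set limit, then at least 30% activation at any dose in follow-up; inconclusive = repeats straddling the limit, or above it without dose testing; inactive = fold induction below the set limit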;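 also: activators that raise dye reduction in frataxin-depleted yeast; strong numbers were not always called active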
ER stress rescue – rescue of cells from ER stress-induced death, primary screen, 384-well, CSM14.1, thapsigargin, ATP luminescence (AID 1222) | CSM14.1 thapsigargin-induced death rescue, ATP luminescence; higher % means a stronger effect | cellular ATP content (survival), % at 20 µM; hits with a dose series show EC50 in µM | 190,000 tested, under 10 active;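 active = EC50 below 50 µM in the dose-response confirmation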;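 also: death triggered by thapsigargin at about 15 µM added after 2 h compound pretreatment; cell ATP read after overnight thapsigargin exposure of roughly 18 to 22 hours; normalized against plate controls of thapsigargin alone and 5% DMSO vehicle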
NS5 inhibitors – flavivirus cap methylation enzyme inhibition – biochemical, confirmation dose response, primary screen (AID 588689). 0.3% of 340,000 active. one-dose inhibition, % at 25 µM; IC50 in µM for titrated hits. Dengue-2 NS5 methyltransferase capping enzyme assay, biochemical; higher % means a stronger effect; in the data active = a potency from the dose series; inconclusive = inhibition above about 29% without an active follow-up result
RSV CPE inhibition – inhibition of RSV-induced cytopathic effect – HEp-2 cells, primary 10 µM value included (AID 2391); HEp-2 cells, RSV-induced CPE inhibition; higher % means a stronger effect; CPE inhibition, % at 10 µM, or IC50 in µM where a hit was titrated; 0.13% of 310,000 active; in the data active = a potency from the dose series; inconclusive = CPE inhibition mostly from about 23% at the one dose, without a potency; inactive = the rest, 99 in 100 with CPE inhibition below about 21%; also: strong numbers were not always called active
K1F lysis inhibition – protection from phage-mediated lysis, alamar blue read-out – E. coli UTI89, K1F phage, bacterial capsule biogenesis inhibitors (AID 488966); E. coli UTI89 K1F phage lysis, alamar blue, 2 h; higher % means a stronger effect; one-dose inhibition, % at 100 µM; IC50 in µM for titrated hits; 0.02% of 340,000 active;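 active = phage lysis inhibition, versus mean bacterial control, above a set limit; inconclusive = no clear call, values can overlap the other calls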;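 also: capsule biogenesis inhibitors block K1F phage lysis so surviving cells raise fluorescence; higher fluorescence means more inhibition of phage lysis; actives were called in the ten point dose series up to 300 µM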
XIAP displacement – XIAP antagonists, biochemical, IAP family, fluorescence polarization (AID 1018). XIAP BIR domain, fluorescence polarization peptide displacement; higher % means a stronger effect. 0.007% of 200,000 active. displacement, % at 20 µM, or IC50 in µM where a hit was titrated; in the data active = displacement above about 50%; also: a part of the inactive calls stands beside numbers as strong as those of hits
West Nile virus CPE – West Nile virus antiviral activity, cell-based, CPE readout (AID 1621); West Nile virus-infected cells, CPE inhibition; higher % means a stronger effect; CPE inhibition, % at 10 µM; hits with a dose series show IC50 in µM; 0.02% of 290,000 active; in the data active = a potency from the dose series; inconclusive = CPE inhibition mostly from about 3.7% at the one dose, without a potency; inactive = the rest, 99 in 100 with CPE inhibition below about 2.2%; also: strong numbers were not always called active
WT yeast gro inh mutant strain – second read-out of WT yeast gro inh, no call of its own (marks repeat the call); inhibition, %; mitochondrial fusion phenotypic screen, mutant strain inhibition
NS5 inhibitors pilot replicate – also measured in NS5 inhibitors; calls as there; inhibition, %; measured here: pilot screen replicate inhibition
Numbers without * were called inactive; i = inactive; ? = inconclusive; . = not tested or not shown; [ ] = dose if it differs, or a comment.

SMILES	Large T inhibition	WT yeast gro inh	WT yeast gro inh mutant strain	Yfh1-off respiration	ER stress rescue	NS5 inhibitors	RSV CPE inhibition	K1F lysis inhibition	XIAP displacement	West Nile virus CPE	others
CC1CN(CC(=O)Nc2ccc([N+](=O)[O-])cc2Br)CC(C)O1 (stereo unspecified)	5.6%	-7.5	-6.6	i	-0.4%	-5.2%	1.4%	0.1%	-1.9%	-0.1%
O=C(NCCCCc1ccccc1)Nc1cccc(F)c1	9.3%	.	.	.	.	-7.2%	1.5%	-0.6%[50 µM]	.	-1.4%
CCCCC(O)(CCN1CCOCC1)c1ccc(Cl)cc1 (stereo unspecified)	2.9%	-0.5	17.9	i	-1.1%	1.6%	0.0%	9.2%	-1.3%	-0.7%
CCn1nc(C(=O)OCC(=O)N2c3ccccc3CC2C)c2ccccc2c1=O (stereo unspecified)	-4.4%	13.3	5.4	i	3.2%	-1.6%	1.5%	-0.1%	-6.3%	0.3%
Cc1cc2cc(CN3C(=O)c4ccccc4C3=O)ccc2[nH]1	9.1%	-6.3	-10.6	i	-0.6%	-8.1%	3.0%	0.3%	-2.5%	-0.6%
COc1cc(C(=O)OCC(=O)Nc2ccc(F)cc2F)cc(OC)c1OC	10.7%	11.7	-73.9	i	2.7%	5.5%	3.8%	0.1%	-12.0%	-0.2%	NS5 inhibitors pilot replicate=-1.1
Cc1cccc(NC(=O)CSc2nc3ccccc3c(=O)n2C)c1	-3.1%	.	.	.	.	-12.7%	-0.5%	-0.1%	.	-1.6%
Cn1c(CNC(=O)CNS(=O)(=O)c2ccccc2)cc(=O)n(C)c1=O	3.8%	.	.	.	.	-5.3%	1.2%	0.0%	.	-0.1%
O=[N+]([O-])c1ccc(CSc2ncnc3c2ncn3[C@@H]2O[C@H](CO)[C@@H](O)[C@H]2O)cc1	7.3%	.	.	.	.	6.6%	4.7%	4.1%	.	.
CC1(C)CC(=O)C(CC(=O)Nc2ccc(S(N)(=O)=O)cc2)=C(O)C1	-11.4%	2.9	-1.8	i	-0.9%	2.5%	1.2%	0.1%	-7.5%	0.0%	NS5 inhibitors pilot replicate=-2.4

The closing three records of the section above come first, to join the parts.
SMILES	Large T inhibition	WT yeast gro inh	WT yeast gro inh mutant strain	Yfh1-off respiration	ER stress rescue	NS5 inhibitors	RSV CPE inhibition	K1F lysis inhibition	XIAP displacement	West Nile virus CPE	others
Cn1c(CNC(=O)CNS(=O)(=O)c2ccccc2)cc(=O)n(C)c1=O	3.8%	.	.	.	.	-5.3%	1.2%	0.0%	.	-0.1%
O=[N+]([O-])c1ccc(CSc2ncnc3c2ncn3[C@@H]2O[C@H](CO)[C@@H](O)[C@H]2O)cc1	7.3%	.	.	.	.	6.6%	4.7%	4.1%	.	.
CC1(C)CC(=O)C(CC(=O)Nc2ccc(S(N)(=O)=O)cc2)=C(O)C1	-11.4%	2.9	-1.8	i	-0.9%	2.5%	1.2%	0.1%	-7.5%	0.0%	NS5 inhibitors pilot replicate=-2.4
COc1ccc(CNC(=O)c2ccc(Cl)c(NC3=NC4CS(=O)(=O)CC4S3)c2)cc1 (stereo unspecified)	12.1%	.	.	.	.	-4.8%	0.3%	0.6%	.	0.7%
C=CCCCCCCCCC(=O)NN	2.4%	7.3	8.3	i	-2.0%	-2.0%	1.7%	3.8%	-4.1%	0.2%
O=C(CSc1ncn[nH]1)Nc1cccc(S(=O)(=O)N2CCCCCC2)c1	3.6%	-1.4	-27.7	i	-0.6%	-2.5%	4.6%	2.9%[50 µM]	-2.1%	0.5%
Cc1ccccc1C(=O)Nc1nnc(S(=O)(=O)N(C)Cc2ccco2)s1	10.3%	.	.	.	.	-6.2%	2.2%	-0.1%	.	0.6%
CC1CCC(NS(=O)(=O)c2cccc3nsnc23)CC1 (stereo unspecified)	8.6%	.	.	.	.	-8.1%	3.2%	0.5%	.	0.4%
Cc1cccc(OCC(=O)Nc2cccc(C(=O)NCC(C)C)c2)c1	6.6%	17.2	-7.8	i	2.8%	1.3%	5.4%	0.4%[50 µM]	-4.8%	-0.1%
COc1ccc(OC)c(CN2C(=O)CCC2(C)C(=O)NC2CCCCCC2)c1 (stereo unspecified)	-0.6%	-19.1	-2.8	i	-0.9%	12.8%	2.9%	3.6%	-2.2%	-1.1%
COCCCN1C2=C(C(=O)CC(C)(C)C2)C(c2ccc(OC)c(OC)c2)C2=C1CC(C)(C)CC2=O	4.0%	.	.	.	.	5.0%	2.0%	0.5%	.	-1.0%
Cc1sc2ncnc(SC(C)C(=O)N3c4ccccc4Sc4ccccc43)c2c1C (stereo unspecified)	6.9%	24.9	-0.2	i	6.8%	5.1%	20.5%	2.5%	0.6%	-0.4%
CSc1nc(C)[nH]c(=O)c1C#N	4.4%	.	.	i	.	-10.8%	1.1%	0.4%	.	0.2%

An excerpt taken from the entries so far:
SMILES	Large T inhibition	WT yeast gro inh	WT yeast gro inh mutant strain	Yfh1-off respiration	ER stress rescue	NS5 inhibitors	RSV CPE inhibition	K1F lysis inhibition	XIAP displacement	West Nile virus CPE	others
CC1CN(CC(=O)Nc2ccc([N+](=O)[O-])cc2Br)CC(C)O1 (stereo unspecified)	5.6%	-7.5	-6.6	i	-0.4%	-5.2%	1.4%	0.1%	-1.9%	-0.1%
O=C(NCCCCc1ccccc1)Nc1cccc(F)c1	9.3%	.	.	.	.	-7.2%	1.5%	-0.6%[50 µM]	.	-1.4%

The listing continues:
SMILES	Large T inhibition	WT yeast gro inh	WT yeast gro inh mutant strain	Yfh1-off respiration	ER stress rescue	NS5 inhibitors	RSV CPE inhibition	K1F lysis inhibition	XIAP displacement	West Nile virus CPE	others
O=C(Nc1cccc(-n2cnnn2)c1)c1cc(Cl)ccc1Cl	11.3%	.	.	.	.	0.0%	0.6%	0.3%	.	-0.4%
COC(=O)CNc1cc(S(=O)(=O)N2CCCCC2)ccc1Oc1cccc(C)c1	5.1%	.	.	.	.	3.2%	3.4%	0.2%	.	-0.4%
O=CN1CCN(C(=O)c2ccc3c(c2)OCO3)CC1	5.5%	.	.	.	.	-3.2%	1.0%	0.2%	.	-0.1%
C/C(=N/NC(=O)c1cccs1)c1cccc(NC(=O)C2CC2)c1	-2.2%	-13.3	-4.2	i	-1.2%	2.3%	0.6%	0.0%	-2.9%	0.0%
O=C(CSc1nncs1)N1CCN(C(=O)c2ccco2)CC1	22.2%	.	.	.	.	0.0%	4.1%	1.1%[50 µM]	.	.
O=C(COC(=O)c1ccc(Cl)c(S(=O)(=O)N2CCCCC2)c1)NCC1CCCO1 (stereo unspecified)	8.7%	-6.1	6.5	i	-4.1%	-19.9%	1.5%	-0.5%	-11.0%	1.1%
CC1CCCN(S(=O)(=O)c2cccc([N+](=O)[O-])c2)C1 (stereo unspecified)	20.3%	.	.	.	.	-4.0%	1.5%	0.0%	.	-1.3%	NS5 inhibitors pilot replicate=0.0
COCCN(C(=O)c1ccc(-c2ccc(Cl)cc2)o1)c1c(N)n(Cc2ccccc2)c(=O)[nH]c1=O	7.4%	.	.	.	.	2.9%	-2.4%	-0.2%[50 µM]	.	.
CSc1cccc(NC(=O)/C=C/c2ccccc2)c1	3.8%	26.7	15.3	i	-1.0%	-5.6%	19.2%	0.0%	-2.0%	-1.0%
O=C(O)CCC(=O)N1N=C(c2cccs2)CC1c1cn(-c2ccccc2)nc1-c1ccccc1 (stereo unspecified)	15.2%	.	.	i	1.9%	-8.9%	2.0%	-1.1%	-17.8%	0.1%
CC(=O)C1=C(C)NC(SCC(=O)c2ccc(C)cc2)=C(C#N)C1c1ccco1 (stereo unspecified)	13.4%	15.0	-6.1	i	.	.	18.3%	2.9%[50 µM]	-1.2%	1.8%
O=C(COC(=O)c1ccccc1SCC(=O)NC1CCS(=O)(=O)C1)NC1CCS(=O)(=O)C1 (stereo unspecified)	2.5%	2.6	3.7	i	1.1%	0.0%	1.2%	0.1%	-6.1%	0.2%
Cc1cc(N2CCN(C)CC2)nc2ccc(NC(=S)N3CCOCC3)cc12	15.6%	-9.9	11.7	i	-3.6%	-2.4%	-1.7%	0.2%[50 µM]	2.8%	0.0%
Cc1ccc(C)c(NC(=O)CSc2nnc3n2CCCCC3)c1	1.4%	-2.0	4.8	i	3.0%	15.9%	0.7%	-0.3%	-7.9%	-0.2%
Cc1nn(C)cc1CNC(=O)COc1ccc(Cl)cc1Cl	9.9%	3.4	-7.1	i	2.4%	-7.8%	5.1%	0.3%	-2.7%	0.1%
CCOC(=O)c1sc2nc(C)nc(NCCc3ccc(S(N)(=O)=O)cc3)c2c1C	6.8%	.	.	.	.	-11.4%	2.9%	0.0%	.	0.6%
Cc1cccc(-c2ocnc2C(=O)Nc2ccccc2NC(=O)c2ccccn2)c1	-2.3%	.	.	.	.	-17.8%	12.0%	0.8%	.	0.0%
O=c1[nH]n(-c2ccc(F)cc2)c2ncccc12	9.1%	-3.1	-6.7	i	-2.7%	-2.3%	-0.6%	0.4%	-1.9%	0.4%
Cc1ccc(NC(=O)C2c3ccccc3Oc3ccccc32)nc1	26.0%	-3.4	-3.3	i	2.8%	.	2.1%	.	-1.7%	-0.5%
C=C1CCC2C(C)(C)[C@H](O)CC[C@@]2(C)[C@@H]1COc1cc(=O)oc2ccccc12 (stereo partly specified)	2.1%	45.9	18.3	i	-3.6%	-12.6%	-3.5%	-0.8%	-19.3%	-0.5%
Cc1ccccc1-n1cc(CNC(=O)C2CCC(=O)N(C3CC3)C2)cn1 (stereo unspecified)	10.3%	.	.	.	.	-8.4%	0.2%	0.1%	.	-0.4%
CC(C(=O)Nc1cccnc1)N1C(=O)C2C3C=CC(C3)C2C1=O (stereo unspecified)	-1.8%	12.1	-13.3	i	4.1%	3.2%	1.8%	2.2%	-5.6%	0.1%
Cc1cccc(-c2cc3nc(C)c(C)c(NCCCn4ccnc4)n3n2)c1	2.9%	.	.	i	.	-6.4%	?	0.6%	.	-0.4%
Clc1cc2c(c(CSc3nc4ccccc4n4cccc34)c1)OCOC2	4.2%	.	.	i	.	-2.6%	3.3%	0.2%	.	0.7%
N#CC1(NC(=O)COC(=O)c2cc(O)c3ccccc3c2O)CCCCC1	51.0%	.	.	.	.	18.2%	-0.5%	-0.9%[50 µM]	.	.
CCOC(=O)C(NC(=O)Nc1ccc(F)cc1F)(Oc1ccc(F)cc1)C(F)(F)F (stereo unspecified)	22.6%	2.7	8.6	i	9.7%	-4.5%	2.7%	4.3%[50 µM]	0.4%	-0.4%
O=C(NC(=S)Nc1sc2c(c1C(=O)O)CCCC2)c1ccccc1	7.5%	.	.	.	.	-1.1%	0.5%	-0.1%	.	-1.3%

Bioassay records (PubChem BioAssay)
